Assay outcomes: PubChem BioAssay, National Center for Advancing Translational Sciences (NCATS)
D3 ag – agonists of human D3 dopamine receptor; D3R DiscoveRx beta-arrestin cells, luminescence, 90 min; max activation, %; 410,000 compounds, 0.58% hits; in the data active means max activation above about 30%; further: 0% is about no effect; mostly tested at two doses, the higher about 12 µM
Target sequence (P35462 whole entry, looked up): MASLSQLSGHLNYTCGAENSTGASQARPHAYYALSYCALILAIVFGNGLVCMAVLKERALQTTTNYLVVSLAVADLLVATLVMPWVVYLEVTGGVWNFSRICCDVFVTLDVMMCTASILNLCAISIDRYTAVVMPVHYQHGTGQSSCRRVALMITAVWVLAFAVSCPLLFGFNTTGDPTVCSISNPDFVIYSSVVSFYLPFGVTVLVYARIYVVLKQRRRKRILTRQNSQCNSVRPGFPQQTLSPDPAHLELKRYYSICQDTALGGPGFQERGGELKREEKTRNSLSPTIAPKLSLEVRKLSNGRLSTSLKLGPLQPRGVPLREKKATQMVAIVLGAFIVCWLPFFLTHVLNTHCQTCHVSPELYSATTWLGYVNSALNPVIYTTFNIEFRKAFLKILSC
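Cells at 1500/well, incubated overnight, then treated with pinned compounds (dopamine as control) for 90 min at 37 degrees C. DiscoveRx reagent added for 30 - 60 minutes at room temperature; luminescence read.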
GLP1R cytotox – cytotoxicity in counter-screen for GLP-1R inverse agonists | 410,000 compounds, 0.13% hits | HEK293 cAMP-luciferase reporter cells, luminescence, 24 h | AID 624418 | Potency, µM (highest dose often 38.3 µM), for inactives: at the top dose activity change, negative = inhibition, actives largely listed as inhibitors;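 further: loss of luciferase light is scored as toxicity; potency means the concentration at half of the fitted maximal effect; on the % scale 0 is the no-effect control and ±100 the full control effect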
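A 23 nL compound transfer followed 12 hours of cell culture at 37 deg C; exposure then lasted 24 hr. Luciferase assay detection reagent was dispensed and plates read for luminescence after a 12 min room-temperature wait.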
KB-3-1 cytotox – KB-3-1 parental cell cytotoxicity | AID 1347075 | KB-3-1 viability, CellTiter-Glo ATP luminescence, 72 h | 400,000 compounds, 1.4% hits | Potency, µM (series often up to 46.1 µM), inactives show at the highest dose activity change, negative = cytotoxic, usual class: cytotoxic; further: potency means the concentration at half of the fitted maximal effect; on the % scale 0 is the no-effect control and ±100 the full control effect; nearly all actives have a fitted effect of over 60% in size
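Luminescent ATP read-out (CellTiter-Glo) measures survival of drug-naive KB-3-1 cells after 72 h compound exposure at 37 °C. Titration series was screened from lowest to highest concentration, with DMSO vehicle plates as background controls.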
MCF10A rerep – inducers of DNA re-replication in MCF 10A breast cells; MCF 10A DNA re-replication, Hoechst nuclear intensity, 48 h; Potency, µM (doses to about 46.1 µM), inactives show at the top dose activity, positive = re-replication, usual class: activators; 350,000 compounds, 2.9% hits; AID 624296; further: potency means the concentration at half of the fitted maximal effect; % of control where 0% means no effect; nearly all actives have a fitted effect of over 50% in size
IL1B secr inh – inhibitors of inflammasome signaling (IL-1 beta secretion); THP-1 LPS/ATP IL-1B secretion, AlphaLISA, 16 h; stronger effect = lower value; activity change, % at 57.5 µM; 360,000 compounds, 4.7% hits; AID 743279; in the data active means activity change below about -50%; inconclusive means mostly about -30% to -49%; further: on the % scale 0 is the no-effect control and ±100 the full control effect
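THP-1 cells pretreated 1 hr with compounds (up to 57.5 uM final), then stimulated with LPS (250 ng/mL final) plus ATP (1.25 mM final); secreted IL-1B measured by AlphaLISA after 16 hr, decreased signal indicating inhibition.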
SW480 rerep – induces DNA re-replication in SW480 colon adenocarcinoma cells; SW480 DNA re-replication, Hoechst DNA content imaging, 48 h; AID 624297; Potency, µM (titrated, usually from 46.1 µM), inactives show top-dose re-replication activation, hits mostly activators; 340,000 compounds, 1.8% hits; further: potency means the concentration at half of the fitted maximal effect; % of control where 0% means no effect; nearly all actives have a fitted effect of over 55% in size
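Image-based read-out: total Hoechst fluorescence of nuclei (405 nm excitation, 500-530 nm emission), with hits raising the fraction of high-intensity nuclei. SW480 colon cells incubated 48 hr with compounds at 37 C.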
HT1080-NT tox – kills 2HG-producing HT-1080-NT fibrosarcoma cells; HT-1080-NT fibrosarcoma viability, CellTiter-Glo ATP luminescence, 48 h; Potency, µM (series often up to 46.1 µM), for the others: at the top dose activity, negative = less viability, most hits filed as cytotoxic; 360,000 compounds, 1.6% hits; AID 686970;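 further: NT is the 2HG producing partner of a matched IDH1 knockdown line; potency means the concentration at half of the fitted maximal effect; 0% = DMSO-treated cells and -100% = media-only wells without cells; nearly all actives have a fitted effect of over 55% in size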
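Luminescent CellTiter-Glo readout after 48 hours of compound exposure at 37 degrees C defined viability of HT-1080-NT cells. Activity was normalized to DMSO wells and cell-free media wells; concentration-response curves were fitted and assigned curve classes.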
HT1080 IDH1KD tx – HT-1080 IDH1 knockdown cell toxicity (counter line); 360,000 compounds, 2% hits; AID 686971; HT-1080 IDH1 knockdown viability, ATP luminescence, 48 h; Potency, µM (titrated, usually from 46.1 µM), for inactives: at the top dose activity, negative = toxicity, most hits filed as cytotoxic;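 further: potency means the concentration at half of the fitted maximal effect; 0% = DMSO wells and -100% = cell-free medium wells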
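Using the IDH1-knockdown HT-1080 line run in the same batch and compound series as the NT line, viability after 48 h at 37 °C was determined by CellTiter-Glo luminescence and expressed as % activity.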
KB-V1 MDR tox – KB-V1 MDR subline cytotoxicity. KB-V1 MDR cells viability, CellTiter-Glo, 72 h. Potency, µM (series often up to 46.1 µM), for inactives: at the top dose activity change, negative = cytotoxicity, hits mostly cytotoxic. 400,000 compounds, 3.4% hits. AID 1347076; further: potency means the concentration at half of the fitted maximal effect; on the % scale 0 is the no-effect control and ±100 the full control effect; nearly all actives have a fitted effect of over 60% in size
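Luminescent ATP read-out (CellTiter-Glo, 10 min) measures survival of drug-selected KB-V1 MDR cells after 72 h, 37 degrees C compound exposure. Medium: phenol-red-free DMEM, 10% FBS. Values from fitted concentration-response curves.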
* = called active by the depositor; i = inactive; ? = inconclusive; . = no result given; & = joins results of further samples; [ ] = dose if it differs, or a comment. Unless noted, the call rests on the fitted dose curve; in most records, active means well fitted curve in the direction sought with a large enough effect; inconclusive means small, poorly fitted or top-dose-only effect, or another doubt; inactive means no such curve, though single readings can be large; an effect the other way counts as inactive or inconclusive.

Compound	D3 ag	GLP1R cytotox	KB-3-1 cytotox	MCF10A rerep	IL1B secr inh	SW480 rerep	HT1080-NT tox	HT1080 IDH1KD tx	KB-V1 MDR tox
COC(=O)CCCCCc1ccc(C(C)=O)s1	1	-8%	-2%	4%	20	-3%	18%	12%	5%
Cc1csc(SCC(=O)Nc2cc(C(C)(C)C)nn2-c2ccccc2)n1	1	-12%	-1%	19%	-5	1%	-13%	-8%	-26%
O=C(O)c1cccc(COc2ccc3c(c2)CCC3)c1	3	1%	-15%	-1%	14	-124%[inhibitor]	-10%	-3%	-11%
Cc1ccc(C2=[N+]([O-])C3(CCCCC3=O)N(O)C2(C)C)cc1 (stereo not given)	-2	9%	-5%	0%	30	12%	-11%	0%	20%
CCNC(=S)NNC(=O)c1cccnc1	-11	3%	-2%	-7%	-9	-10%	-3%	5%	-7%
CC(C#N)Sc1ncnc2sc3c(c12)CCC3 (stereo not given)	1	10%	2%	?	34	5%	-5%	-4%	?
O=C1C2C3CC(C2C(=O)N1c1cccc(Cl)c1)[C@H](O)C3O (stereo not given in full)	0	2%	1%	2%	12	-9%	8%	-8%	-4%
C[C@H]1CN([C@@H](C)CO)C(=O)CCCn2nncc2CO[C@@H]1CN(C)C(=O)c1ccncc1	6	-8%	0%	.	-17	.	-5%	10%	-2%
CCC(c1nnnn1C1CCCCC1)N1CCN(C2CCCC2)CC1 (stereo not given)	1	-33%	-8%	4%	-2	-3%	-7%	2%	12%
CCCCCCCCN1C(=O)[C@H](CC(=O)NCC23CC4CC(CC(C4)C2)C3)C[C@@]2(C(=O)OC)CCCCC=C12	1	5%	?	.	-30	.	17%	4%	-2%
CCN1C(=O)C2(C(C#N)=C(N)Oc3c2c(C)nn3-c2ccccc2)c2ccccc21 (stereo not given)	4	-16%	3%	5%	7	13%	-3%	?	3%
Cc1ccc(CCNC(=O)C2CCN(S(=O)(=O)c3ccc4nc5c(c(C(=O)O)c4c3)CCCC5)CC2)cc1	6	-2%	?	1%	0	-3%	2%	5%	-7%
Cc1c(NC(=O)CSc2nncn2-c2ccccc2)c(=O)n(-c2ccccc2)n1C	5	17%	3%	1%	1	-5%	-1%	-2%	2%
CC(C)(C)C(=O)Nc1ccc(N2CCCC2)cc1	1	-19%	4%	-4%	-6	-8%	?	19%	4%
COc1ccc(CCNS(=O)(=O)c2ccc3c(c2)n(C)c(=O)c(=O)n3C)cc1OC	3	5%	8%	2%	20	-6%	4%	-1%	-11%
N#CCn1cc(/C=N/NC(=O)c2cc3c(ccc4ccccc43)o2)c2ccccc21	1	-1%	?	?	-4	?	?	9.2µM*	-3%
O=C1NC[C@H](CCCCN2C[C@H](Cc3ccc(O)cc3)N(CC3CCCCC3)C(=O)C2=O)N(CC2CCCCC2)C1=O	0	2%	10%	.	13	.	7%	5%	?
COc1ccc(OC)c(CNS(=O)(=O)c2ccc3[nH]c4c(c3c2)CCCCC4)c1	2	-21%	?	.	.	.	.	.	21µM*
N#C/C(=N\Nc1ccc(Cl)cc1)C(=N)N1CCCCCC1	-9	-6%	2%	7%	4	-44%[inhibitor]	8%	7%	5%
COc1ccccc1/C=N/n1nnnc1N	-9	-6%	?	-2%	-4	0%	22%	24%	-27%
CC(C)c1cc(C(=O)N2CCCC(Nc3ccc(F)c(F)c3)C2)nc(N)n1 (stereo not given)	-12	-24%	-2%	-26%	i	1%	0%	8%	-28%
O=C(CCc1nnc(CCCc2ccccc2)o1)NCC(F)(F)F	-1	3%	-1%	1%	-25	0%	2%	-5%	-7%
CC1Cc2ccccc2N1C(=O)COC(=O)CSc1ccc(F)cc1 (stereo not given)	-6	2%	-1%	1%	6	2%	-1%	0%	-12%
CSc1nnc(-c2ccc(F)cc2)o1	11	7%	17%	14%	-7	9%	-5%	13%	1%
COc1ccc(NC(=O)c2cc([N+](=O)[O-])ccc2N2CCN(C)CC2)cc1	7	0%	-6%	-7%	-1	?	-6%	0%	-2%
O=C(Nc1nc2ccccc2s1)c1ccc(OCC2CCCO2)cc1 (stereo not given)	3	-11%	-24%	27%	-62*	2%	-6%	-24%	?
O=C(Cn1cnnn1)NCc1ccccc1	2	-5%	4%	-5%	7	-10%	4%	10%	?
CCn1c(COc2ccc(C)cc2)nnc1SCC(=O)Nc1ccc(S(N)(=O)=O)cc1	3	-10%	20%	2%	0	-2%	0%	-1%	9%
CCOC(=O)NC(=O)/C(C#N)=C/c1ccc(N(C)C)cc1	3	-4%	10%	-4%	.	-47%[inhibitor]	23%	16%	5%
COc1ccc(C(O)c2ncc(-c3ccccc3)[nH]2)c(OC)c1 (stereo not given)	0	8%	10%	.	-5	.	5%	9%	-20%
COC(=O)C1CCN(C(=O)COC(=O)c2ccc3[nH]c4c(c3c2)CCCC4)CC1	0	5%	2%	14%	12	-4%	10%	7%	6%
Cc1cc(NC(=O)c2cnc3c(-c4ccccc4)c(C)nn3c2C)ccc1Br	34*	0%	-6%	.	.	.	.	.	6%
CCOc1ccc(-c2cc3c(=O)n(Cc4nc(-c5ccc(OC(C)C)cc5)oc4C)ccn3n2)cc1Cl	-11	7%	-7%	.	.	.	.	.	-11%
CC(NC(=O)c1ccc(-c2cc(C(F)(F)F)ccc2Cl)o1)c1ccccc1 (stereo not given)	4	0%	0%	31%	4	-6%	2%	2%	?
Cc1cccc(NC(=O)CNC(=O)N2CC(=O)Nc3ccccc32)c1C	-2	9%	?	6%	-15	20%	-6%	4%	-7%
O=S(=O)(Nc1ncn[nH]1)c1ccc(Cl)cc1	2	0%[1.53 µM]	1%	-2%	8	-5%	3%	2%	3%
COc1ccc(CCNC(=O)COc2ccc(S(=O)(=O)NCC(C)C)cc2Cl)cc1OC	10	8%	-13%	-1%	-9	0%	-10%	-16%	-17%
O=C(CN1C(=O)c2ccccc2S1(=O)=O)NC1CC2CCC1C2 (stereo not given)	0	9%	7%	?	2	-7%	7%	5%	?
Nc1ccc(CN2CCOCC2)cc1	-5	-6%	6%	-1%	-7	-15%	27%	2%	?
COc1ccc(CNC(=O)C2CCN(S(=O)(=O)c3cccc(C(F)(F)F)c3)CC2)cc1	-2	10%	18%	14%	6	-3%	2%	-10%	28%
COc1cc(/C=C/C(=O)OCC(=O)NC(=O)NCc2ccco2)ccc1OC(F)F	-6	-18%	10%	18%	-2	-10%	2%	-5%	5%
Cc1ccc(S(=O)(=O)C(CCC(=O)c2ccc(Cl)cc2)C(N)=O)cc1 (stereo not given)	-1	-8%	-1%	3%	12	-10%	12%	5%	8%
CCOC(=O)CCn1nc(-c2ccc(C)cc2)c2ccccc2c1=O	-1&-5	-3%&7%	-14%&-2%	-4%	31	-7%	-22%	-2%	?
COc1cc(C(=O)NC(C)Cc2cccs2)cc(OC)c1OC (stereo not given)	-5	3%	19%	1%	12	4%	1%	4%	7%
NS(=O)(=O)c1ccc(NC(=O)c2cc(=O)c3ccccc3o2)cc1	5	-8%	20%	-3%	-19	-10%	9%	22%	?
Cc1occc1C(=O)N/N=C/c1c(O)ccc2ccccc12	15	11%	6.5µM*	?	125	0.52µM*	?	6.5µM*	?
CCCCCCCOc1ccc(OC(=O)c2ccncc2)cc1	2	-24%	-4%	-6%	8	-2%	0%	6%	5%
CCC1Sc2ccc(S(=O)(=O)CCC(=O)N3CCc4ccccc43)cc2NC1=O (stereo not given)	2	18%	-4%	?	7	11%	0%	11%	-28%
COc1cccc(CNC(=O)CN2C(=O)COc3ccc(S(=O)(=O)Nc4ccccc4)cc32)c1	-7	-6%	-5%	.	.	.	.	.	0%
Cc1c(NC(=O)c2ccc(S(=O)(=O)N3CCOCC3)cc2)cccc1[N+](=O)[O-]	0	-1%	13%	6%	4	-6%	1%	30%	-6%
Cc1cc(=O)oc(C)c1C(=O)Nc1ccc(F)cc1	4	1%	-2%	-3%	14	-5%	2%	-4%	-13%
COc1ccc(NC(=O)C2CCN(S(=O)(=O)c3cccc4nonc34)CC2)cc1	5	7%	-4%	0%	4	-51%[inhibitor]	-17%	-5%	4%
COc1cccc2c1OCC([C@@H]1C[C@H]3CN(Cc4cccc(Cl)c4)C(=O)[C@]34CCCN14)=C2	-4	-4%	-7%	9%	-61*	-1%	-19%	-20%	4%
COc1ccc2c(c1)OC(O)(C(F)F)CC2=O (stereo not given)	3	0%	4%	-3%	15	-12%	3%	1%	-12%
C=CCNC(=S)NNC(=O)CCC(O)COCCC(C)C (stereo not given)	2	8%	0%	9%	6	-4%	22%	13%	-16%
CCC(CC)C(=O)Oc1c(C(=O)N(C)C)cccc1-c1ccccc1	1	5%	11%	3%	12	-4%	-21%	-14%	-5%
COc1ccccc1NS(=O)(=O)c1cc(C(=O)NCC(c2cccs2)N2CCOCC2)ccc1C (stereo not given)	-19	0%	-10%	3%	2	-5%	-4%	-12%	-25%

Another view of 2 compounds above.
> Cc1cc(=O)oc(C)c1C(=O)Nc1ccc(F)cc1
  D3 ag: 4
  GLP1R cytotox: 1%
  KB-3-1 cytotox: -2%
  MCF10A rerep: -3%
  IL1B secr inh: 14
  SW480 rerep: -5%
  HT1080-NT tox: 2%
  HT1080 IDH1KD tx: -4%
  KB-V1 MDR tox: -13%

> CCC1Sc2ccc(S(=O)(=O)CCC(=O)N3CCc4ccccc43)cc2NC1=O (stereo not given)
  D3 ag: 2
  GLP1R cytotox: 18%
  KB-3-1 cytotox: -4%
  MCF10A rerep: ?
  IL1B secr inh: 7
  SW480 rerep: 11%
  HT1080-NT tox: 0%
  HT1080 IDH1KD tx: 11%
  KB-V1 MDR tox: -28%
